Compound activity deposited in PubChem by several laboratories.
DUSP3 inh: inhibitors of human VHR1 phosphatase (DUSP3); AID 1654; hit rate 0.52% among 290,000; P51452; recombinant VHR phosphatase, pNPP absorbance; inhibition, % at 13.3 µM; in the data active = inhibition above about 50%; note: some compounds called inactive have numbers as strong as hits
Target sequence (P51452 whole entry, looked up): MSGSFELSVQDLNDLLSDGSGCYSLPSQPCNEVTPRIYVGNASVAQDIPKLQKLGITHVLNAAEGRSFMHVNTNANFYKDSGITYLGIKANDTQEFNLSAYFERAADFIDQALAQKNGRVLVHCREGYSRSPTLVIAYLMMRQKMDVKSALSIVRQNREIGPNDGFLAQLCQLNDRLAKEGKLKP
PriA SSB inh: K. pneumoniae PriA-SSBct interaction inhibition | AlphaScreen SSBct-PriA binding, biotinylated peptide | inhibition, % at 33 µM | hit rate 0.6% among 430,000; in the data active = inhibition mostly above about 37%, no sharp cut-off; inactive = mostly below about 20%;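 note: plate controls were negative control peptide for no effect and reference peptide for full effect; strong numbers were not always called active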
CCHF vOTU inh: CCHFV vOTU protease inhibition; Pep-AMC fluorescence; inhibition, % at 11.5 µM; hit rate 0.55% among 370,000; in the data active = inhibition above about 30%; note: 0% = vehicle wells with enzyme and 100% = no enzyme wells
Y pestis TopoI: blocks Yersinia pestis topoisomerase I activity; Y. pestis Topo-I cleavage product accumulation, plate reader; hit rate 0.064% among 360,000; AID 504884; activity, % at 10 µM; in the data active = activity above about 50%, passing the limit was not always enough; note: inactives centre near 2
BoNT-A LC inh2: BoNT A light chain protease inhibition | multiplex microsphere protease substrate cleavage, flow cytometry | inhibition, % at 10 µM | hit rate 0.17% among 360,000 | AID 588499; note: plate controls were buffer without enzyme for full effect and enzyme alone for no effect
BH1578 lux ind: quorum light induction in luxS cqsA deficient V. cholerae; V. cholerae BH1578 lux reporter, luminescence, 6 h; activation, % at 18.7 µM; hit rate 0.16% among 350,000; AID 588436; in the data active = activation mostly above about 9.7%, no sharp cut-off; note: not every result past the cut was called active; inactives centre near 0; reference of the scale not given here
3CLpro inhibitor: SARS-CoV 3CLpro protease inhibition; P0C6X7; recombinant SARS-CoV 3CLpro, quenched FRET peptide cleavage; inhibition, % at 6 µM; hit rate 0.14% among 290,000; AID 1706; in the data active = inhibition above about 12%
Anthrax LF inh2: inhibitors of Bacillus anthracis lethal factor protease; P15917; multiplex microsphere protease cleavage assay, LF; inhibition, % at 10 µM; hit rate 0.12% among 360,000; AID 588501; note: plate controls were buffer without enzyme for full effect and enzyme alone for no effect
PfHsp40 yeast: compounds rescuing yeast from Plasmodium falciparum HSP40 toxicity; S. cerevisiae expressing PfHsp40, growth rescue, ATP luminescence; growth rescue, % at 12.5 µM; hit rate 0.68% among 340,000; AID 504582; in the data active = growth rescue above about 28%, passing the limit was not always enough;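 note: yeast W303a lacking pdr1 and pdr3 grown in galactose medium; growth measured after three days at 30 °C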
TcdB GH inh: inhibitors of Clostridioides difficile toxin B glycohydrolase. AID 652162. inhibition, % at 9.99 µM. P18177. TcdB glycohydrolase enzymatic assay, plate reader. hit rate 0.24% among 350,000; in the data active = inhibition above about 10%
* marks the source's active call; other numbers are inactive results; i = inactive; · = no result given; & = joins results of further samples. Cut-off read from the data, not from the text of the source, unless noted: active = inhibition above about 30%; inconclusive = no clear call, values can overlap the other calls; inactive = below that. An excerpt; count on the stated rates, not on these rows.

Below each SMILES: DUSP3 inh, PriA SSB inh, CCHF vOTU inh, Y pestis TopoI, BoNT-A LC inh2, BH1578 lux ind, 3CLpro inhibitor, Anthrax LF inh2, PfHsp40 yeast, TcdB GH inh
COc1ccc(/C=C2/CCCC(CN(C)C)C2=O)cc1 (stereo unspecified)
  ·, -7.4, 6.1, 4.2, -0.6, -5.6, ·, 0.0, -1.7, -0.3
O=S1(=O)C=CC(Nc2cccc(Cl)c2)C1 (stereo unspecified)
  2.9, 4.0&-8.8, 3.5, 0.8, 0.9, i, -1.3, 2.6, -0.9, 1.9
CCn1c(=O)n(C)c2c(=O)n(C)c(=O)n(C)c21
  ·, -3.9, -1.8, -3.2, -0.1, -5.9, ·, -10.0, 2.7, 0.4
CC(c1cccs1)N(C(=O)Nc1ccccc1)C1CCCCC1 (stereo unspecified)
  -19.4, 3.4, 4.7, -4.5, 1.3, -0.2, -1.6, -0.1, 0.8, ·
Cc1ccc(NC(=O)c2cnccn2)cc1C
  30.0, -19.6, 10.4, -0.4, -2.8, -0.4, 1.6, -11.3, -1.9, -3.5
O=C1CC(c2ccccc2)Oc2cc(O)cc(O)c21 (stereo unspecified)
  25.8, 2.8, -3.7, 1.2, 0.0, -0.2, ·, 5.0, 1.1, 1.3
Cc1ccc(C2CC(=O)c3cnn(-c4nc(C)cc(C)n4)c3C2)cc1 (stereo unspecified)
  -4.1, -12.2, 3.8, 9.6, 0.3, i, 7.3, -0.3, -0.4, 1.5
CCOC(=O)C1CCCN(C(=O)c2ccc(S(=O)(=O)N3CCCC3)cc2)C1 (stereo unspecified)
  ·, 5.9, 3.4, -6.4, -0.1, i, ·, -1.2, -2.0, 0.1
CC1(C)Cc2c(sc(NC(=O)c3ccco3)c2C(=O)O)CO1
  2.0, 6.9, 16.4, -0.7, 0.0, 0.5, -4.6, 0.0, -0.5, 1.7
CN(C)CCCNc1oc(-c2ccc(Cl)cc2)nc1C#N
  -27.4, -4.8, -62.7, -6.8, -0.7, 2.8, 1.7, 0.0, 1.5, ·
O=C(NCc1ccco1)/C(=C/c1ccc(Cl)cc1)NC(=O)c1ccco1
  -9.5, -12.5, 3.0, 3.5, -1.4, i, -3.1, 1.7, -0.5, 0.2
Cc1ccc(-n2ncc3c(NCc4ccco4)ncnc32)cc1C
  14.1, -7.0, 3.6, 1.2, -0.5, i, 1.1, -0.5, -0.7, -0.1
O=C(Cn1nc(C(=O)O)c2ccccc2c1=O)Nc1cc(S(=O)(=O)N2CCOCC2)ccc1Cl
  ·, 5.8, -1.9, 13.7, -2.0, -0.1, ·, 5.2, -0.8, -0.3
CCOc1ccc(C(=O)NC(=S)Nc2ccc(NC(=O)c3ccco3)cc2)cc1[N+](=O)[O-]
  18.1, -11.1, -0.6, -5.7, -0.4, i, 2.6, -2.4, -0.7, ·
O=C(Cc1ccccc1Cl)N/N=C/c1cccnc1
  18.5, ·, -3.0, 3.2, -0.5, 0.5, -3.2, -2.3, -0.5, -0.3
COc1ccc(NC(=O)c2ccccc2NC(=O)c2ccco2)c(OC)c1
  7.1, -13.5, -3.0, -0.5, 0.4, i, 4.2, -2.6, 0.9, ·
O=C(O)C1CC=CCC1C(=O)NC12CC3CC(CC(C3)C1)C2 (stereo unspecified)
  -7.5, -15.9, 2.7, 3.6, 0.1, -16.7, -0.1, 3.0, 7.4, ·
CN1C(=O)c2cccc(N(C)C)c2C1=O
  17.7, -18.2, -7.0, -1.2, -0.1, -0.5, -3.3, -4.2, -1.2, -0.2
Cc1ccc(S(=O)(=O)CCNC(=O)Cc2ccc(Cl)cc2)cc1
  1.6, -5.0, 13.4, 8.1, -0.3, i, 2.8, -8.6, 0.1, 1.2
O=C(O)CSc1ncnc2scc(-c3ccc(Br)cc3)c12
  28.8, -3.7, -3.8, -3.8, 0.2, -0.6, -2.5, 4.8, 0.9, 2.3
COc1cc(S(=O)(=O)Nc2c(C)cc(C)cc2C)ccc1Cl
  -4.2, -8.6, 5.1, 9.6, 5.3, -1.3, -1.5, -11.8, 0.6, ·
COc1cccc(-c2ccc(NC(=O)C3CCCN(CCCn4nc(C)cc4C)C3)cc2)c1 (stereo unspecified)
  9.1, 0.8, 5.8, 3.6, 0.3, -0.4, 4.5, -2.4, 1.4, 4.1
Cc1ccc2cccc(OCc3ccccc3)c2n1
  25.3, -6.8, -12.0, 8.5, 0.6, i, 2.9, 6.8, ·, 1.1
COc1ccc(CC(=O)C2C(=O)N(C)c3ccccc32)cc1OC (stereo unspecified)
  ·, -8.7, 8.5, 5.6, -0.1, -1.1, ·, -11.4, -1.8, 10.6*
CCCn1c(C)cc(/C=C(\C#N)C(=O)O)c1C
  21.9, 4.3, 10.3, 2.1, -0.1, i, 4.7, 0.1, 0.8, -6.7
CC(=O)Oc1cc2cccc(OC(C)=O)c(=O)c2c(OC(C)=O)c1OC(C)=O
  20.6, 4.8, ·, -6.0, -1.6, -0.5, -1.5, -16.4, 158.1*, ·
O=C(Cn1cc2c(n1)CCCC2)NCCCN1CCN(C2CCCCC2)CC1
  2.4, -3.8, -5.1, 9.1, -1.2, -0.5, 4.9, 0.6, 0.4, 0.9

Among those listed so far, these have a Cl atom.
Below each SMILES: DUSP3 inh, PriA SSB inh, CCHF vOTU inh, Y pestis TopoI, BoNT-A LC inh2, BH1578 lux ind, 3CLpro inhibitor, Anthrax LF inh2, PfHsp40 yeast, TcdB GH inh
O=S1(=O)C=CC(Nc2cccc(Cl)c2)C1 (stereo unspecified)
  2.9, 4.0&-8.8, 3.5, 0.8, 0.9, i, -1.3, 2.6, -0.9, 1.9
CN(C)CCCNc1oc(-c2ccc(Cl)cc2)nc1C#N
  -27.4, -4.8, -62.7, -6.8, -0.7, 2.8, 1.7, 0.0, 1.5, ·
O=C(NCc1ccco1)/C(=C/c1ccc(Cl)cc1)NC(=O)c1ccco1
  -9.5, -12.5, 3.0, 3.5, -1.4, i, -3.1, 1.7, -0.5, 0.2
O=C(Cn1nc(C(=O)O)c2ccccc2c1=O)Nc1cc(S(=O)(=O)N2CCOCC2)ccc1Cl
  ·, 5.8, -1.9, 13.7, -2.0, -0.1, ·, 5.2, -0.8, -0.3
O=C(Cc1ccccc1Cl)N/N=C/c1cccnc1
  18.5, ·, -3.0, 3.2, -0.5, 0.5, -3.2, -2.3, -0.5, -0.3
Cc1ccc(S(=O)(=O)CCNC(=O)Cc2ccc(Cl)cc2)cc1
  1.6, -5.0, 13.4, 8.1, -0.3, i, 2.8, -8.6, 0.1, 1.2
COc1cc(S(=O)(=O)Nc2c(C)cc(C)cc2C)ccc1Cl
  -4.2, -8.6, 5.1, 9.6, 5.3, -1.3, -1.5, -11.8, 0.6, ·
